# Pf growth 48h: inhibits P. falciparum growth in the first generation, 48 h. P. falciparum luciferase growth in erythrocytes, 48 h. Potency, µM (titrated, usually from 28.7 µM), for the others: at the highest dose activity change, negative = inhibition, hits mostly inhibitors. hit rate 5.9% among 310,000. AID 504832; note: potency is the fitted concentration of half-maximal effect; % is set by controls: 0 for no effect and ±100 for the full control effect
#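 Luminescence readout; reporter = integrated firefly luciferase in P. falciparum. RBC culture at 2% hematocrit, 0.1% parasitemia final, 37 C/5% CO2; decreased signal taken as growth inhibition.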
# AmpC inh no detg: inhibitors of E. coli AmpC beta-lactamase without detergent. P00811. AmpC nitrocefin hydrolysis, absorbance 480 nm, 0.0001% Triton. Potency, µM (series often up to 57.1 µM), for inactives: top-dose activity change, negative = inhibition, hits mostly inhibitors. hit rate 0.52% among 330,000;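 note: potency is the fitted concentration of half-maximal effect; plate controls were no compound for no effect and no enzyme for full effect; nearly all actives have a fitted effect of over 20% in size; some results filed as inactive show a strong effect at the top dose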
# Target sequence (P00811 whole entry, looked up): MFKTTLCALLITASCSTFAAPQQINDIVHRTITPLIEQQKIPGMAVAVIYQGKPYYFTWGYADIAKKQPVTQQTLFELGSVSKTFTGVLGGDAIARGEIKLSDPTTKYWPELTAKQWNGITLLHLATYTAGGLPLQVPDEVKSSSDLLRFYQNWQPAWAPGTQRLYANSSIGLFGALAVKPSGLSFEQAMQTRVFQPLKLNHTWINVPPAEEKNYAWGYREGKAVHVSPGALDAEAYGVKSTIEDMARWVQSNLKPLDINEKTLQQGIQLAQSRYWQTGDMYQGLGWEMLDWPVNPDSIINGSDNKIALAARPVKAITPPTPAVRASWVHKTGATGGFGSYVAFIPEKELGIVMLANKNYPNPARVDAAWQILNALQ
#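 AmpC (5.3 nM in the dispensed reagent) in 20 mM phosphate pH 7.0 with 0.01% (detergent screen) or 0.0001% Triton X-100 was preincubated with compounds for 15 min at room temperature. Nitrocefin was then added from an 800 uM solution, and hydrolysis was followed at 480 nm.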
# Pf growth 96h: P. falciparum growth inhibition at 96 hours | Potency, µM (top dose mostly 28.7 µM), for inactives: at the top dose activity change, negative = inhibition, actives largely listed as inhibitors | P. falciparum luciferase reporter growth, 96 h | AID 504834 | hit rate 6.9% among 320,000; note: potency is the fitted concentration of half-maximal effect; % is set by controls: 0 for no effect and ±100 for the full control effect
#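 96 h incubation, 37 C, 5% CO2, of luciferase-reporter P. falciparum-infected RBCs (2% hematocrit, 0.05% parasitemia final) with test compounds; endpoint luminescence.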
# LmPK inh: blocks Leishmania mexicana pyruvate kinase activity. hit rate 0.37% among 290,000. Q27686. purified LmPK, Kinase-Glo ATP luminescence, 1 h. Potency, µM (titrated, usually from 57.5 µM), inactives show top-dose activity change, negative = inhibition, actives largely listed as inhibitors; note: potency is the fitted concentration of half-maximal effect; % is set by controls: 0 for no effect and ±100 for the full control effect
# Target sequence (Q27686 whole entry, looked up): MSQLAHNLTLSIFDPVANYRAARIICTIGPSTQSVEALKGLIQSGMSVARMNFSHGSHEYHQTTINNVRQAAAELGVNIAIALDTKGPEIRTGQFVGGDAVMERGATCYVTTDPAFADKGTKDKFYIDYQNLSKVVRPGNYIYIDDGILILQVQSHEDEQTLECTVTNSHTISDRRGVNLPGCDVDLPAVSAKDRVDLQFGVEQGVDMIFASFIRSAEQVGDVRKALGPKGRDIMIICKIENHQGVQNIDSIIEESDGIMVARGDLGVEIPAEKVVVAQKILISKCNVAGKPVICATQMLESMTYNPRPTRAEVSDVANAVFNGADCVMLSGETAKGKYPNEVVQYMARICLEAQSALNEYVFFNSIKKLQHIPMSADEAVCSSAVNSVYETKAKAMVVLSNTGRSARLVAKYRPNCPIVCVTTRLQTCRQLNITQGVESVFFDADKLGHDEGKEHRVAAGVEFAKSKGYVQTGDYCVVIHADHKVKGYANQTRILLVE
#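 Screened at intermediate enzyme activity to detect both inhibitors and activators: LmPK at 0.1 nM, with a 0.5 nM enzyme column as activation reference. PEP 0.5 mM, ADP 0.1 mM; ATP detected by luminescence after 1 h.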
# Shiga inhibitor: Shiga toxin inhibition; hit rate 9.2% among 290,000; Vero cells, Shiga toxin protein synthesis inhibition reporter; inhibition, % at 38.7 µM; AID 2315; in the data active = inhibition mostly above about 28%, no sharp cut-off; inactive = mostly below about 43%; note: 0% is about no effect
# Tb PYK inh: blocks Trypanosoma brucei pyruvate kinase; Q57TT1; TbPYK enzyme, Kinase-Glo Plus ATP luminescence, 45 min; Potency, µM (titrated, usually from 76.8 µM), for inactives: at the highest dose activity, negative = inhibition, usual class: inhibitors; hit rate 0.12% among 410,000; AID 624173; note: potency is the fitted concentration of half-maximal effect; % is set by controls: 0 for no effect and ±100 for the full control effect; nearly all actives have a fitted effect of over 50% in size
#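 Quantitative HTS: titrated library compounds versus trypanosomal pyruvate kinase in TEA buffer (pH 7.2) containing KCl, MgCl2, BSA and Tween-20. Reactions were initiated with ADP, 130 uM final. Kinase-Glo Plus luminescence was read after 45 min at RT.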
# Cycloheximide cs: affects cycloheximide protein synthesis inhibition readout, counter-screen; AID 2314; cell reporter, cycloheximide protein synthesis inhibition counterscreen; hit rate 12% among 300,000; max response, %; in the data active = max response mostly above about 13%, no sharp cut-off; inactive = mostly below about 14%; note: read at 38.3 µM for the half of the compounds with a filed dose; 0% is about no effect
# Numbers without * were called inactive; ? = inconclusive; nt = no result given; & = joins results of further samples; [ ] = another dose, or the depositor's remark. Unless noted, calls come from the whole dose curve; as a rule, active = well fitted curve in the direction sought with a large enough effect; inconclusive = small, poorly fitted or top-dose-only effect, or another doubt; inactive = no such curve, though single readings can be large; an effect the other way counts as inactive or inconclusive.
# The line under a structure holds: Pf growth 48h | AmpC inh no detg | Pf growth 96h | LmPK inh | Shiga inhibitor | Tb PYK inh | Cycloheximide cs
- CCOc1cc(/C=N/NC(=O)c2ccc3c(c2)OCCO3)cc(Br)c1O
 : 1% | -37% | -4% | 10% | 77* | -5% | 12*
- COc1ccc(Cc2nc3ccc(C(=O)N4CCCCC4CCO)cc3o2)cc1 (stereo not given)
 : -21% | 83%[activator] | 7.4µM* | -2% | 16 | -15% | 24
- COc1cccc(/C=C/C(=O)OCC(=O)Nc2ccccc2Sc2ccccc2)c1
 : 5% | -32% | 14% | -2% | -2 | 2% | 2
- COC(=O)C1=C(c2ccc(F)cc2OCc2ccccc2)C[C@@H]2CC[C@H]1N2C(=O)NC1Cc2ccccc2C1
 : ? | -19% | 1.7µM* | nt | nt | -1% | nt
- COc1ccc(NC(=O)Cc2coc3ccc4ccccc4c23)cc1S(=O)(=O)N1CCOCC1
 : 1% | 147%[activator] | ? | 1% | -10 | 4% | 5
- C=C(C)[C@@H](O)COc1c2ccoc2cc2oc(=O)ccc12
 : ? | -18% | -3% | nt | nt | -7% | nt
- O=C(c1ccc(Cl)cc1Cl)N1CCC(c2nc3c(nnn3Cc3ccco3)c(=O)[nH]2)CC1
 : ? | 57% | ? | 6% | -2 | -7% | -1
- O=C(c1n[nH]c2ccccc12)N1CCOCC1
 : 9% | -8%[2.29 µM] | 15µM* | 0% | -6 | 2% | -3
- O=C(CCn1nc(-c2ccccc2)ccc1=O)N1CCOCC1
 : 5% | -18% | 1.3µM* | 2% | -3 | -1% | 2
- CC(C)C(O)C1CCN(Cc2nc(-c3cccs3)no2)CC1 (stereo not given)
 : ? | -12% | ? | 1% | 22 | 4% | -2
- CCNc1cc(O)ccc1C
 : ? | -10% | ? | nt | nt | -2% | nt
- COc1ccc(CNC(=O)C2CC(C)=C(C)CC2C(=O)O)cc1 (stereo not given)
 : 17% | -1% | nt | 2% | 13 | -18% | 9
- CCCc1nc2oc3c(Cl)ncnc3c2c2c1CCCC2
 : -3% | 2% | 41%[activator] | 4% | -7 | -13% | 0
- CC1CCN(C(=O)c2cc(F)c(F)cc2Cl)CC1
 : -10% | -9% | -19% | 2% | 3 | 2% | -1
- Cc1ccc(NC(=S)NCCN2CCOCC2)cc1F
 : -8% | -9% | 0% | -3% | 43 | 1% | 7
- COc1cccc(SCc2noc(C(=O)NC(C)C)c2C(=O)O)c1
 : -2% | -18% | 17% | 1% | 9 | 5% | -3
- O=C(Nc1ccccc1)c1ccc(N2CCN(c3ccccc3)CC2)c(S(=O)(=O)N2CCOCC2)c1
 : nt | -1% | 4.1µM* | 6% | -16 | nt | -5
- OC(COC1CCCCC1)CN1CCCCC1 (stereo not given)
 : 15% | -21% | ? | -10% | 18 | 1% | -7
- CCOC(=O)N1CCN(C(=O)CCCn2c(=O)[nH]c3ccccc3c2=O)CC1
 : 1% | -3% | ? | -2% | -14 | 2% | -4
- Cc1cc2cc(CN(Cc3ccco3)C(=S)NCC3CCCO3)c(=O)[nH]c2cc1C (stereo not given)
 : 0% | 22% | 38%[activator] | 3% | -9 | -17% | 1
- Cc1ccc(SCCNCc2ccco2)cc1
 : 0% | -6% | 6% | 1% | 46 | -10% | 14*
- CC1CN(C(=O)CCC(=O)NCc2ccccc2)c2ccccc2O1 (stereo not given)
 : 12% | 17% | -3% | -4% | 6 | 4% | 5
- CCOC(=O)C1(CCOC)CCN(Cc2ccc(COC)o2)CC1
 : 1% | 0% | ? | -4% | 9 | -7% | 0
- COc1cccc(CC(=O)OCC(=O)NC2(C#N)CCCCC2)c1
 : ? | -10% | 14% | nt | nt | 1% | nt
- CCn1c(CC(=O)Nc2ccccc2)nnc1SCC(=O)Nc1ccccc1C(=O)OC
 : ? | 49% | nt | -1% | -4 | -5% | -2
- CCN(C(=S)NCc1ccccc1)c1cccc2ccccc12
 : ? | -30% | ? | 0% | -6 | 2% | 7
- Cc1cc(N2CCCCCC2)nc(-c2ccccc2O)n1
 : -26% | -17% | nt | -5% | 59* | 3% | 4
- Cc1cc(C)c2c(=O)[nH]cnc2n1
 : -11% | -11% | -12% | 16% | -15 | 0% | -3
- CCCC1([C@H](O)C/C=C/[C@H]2[C@H](O)CC(=O)[C@@H]2CCCCCCC(=O)OC)CCC1
 : nt | nt | nt | nt | -5 | 4% | -3
- CN1CCN(c2nc3c(c(=O)[nH]c(=O)n3C)n2CC(N)=O)CC1
 : ? | -1% | 13µM* | 0% | 1 | -6% | -5

# (listing goes on)
# The line under a structure holds: Pf growth 48h | AmpC inh no detg | Pf growth 96h | LmPK inh | Shiga inhibitor | Tb PYK inh | Cycloheximide cs
- CN(Cc1c(C(=O)N2CCc3ccccc3C2)nc2ccc(Cl)cn12)C(C1CC1)C1CC1
 : ? | 50% | 14% | 6% | -2 | -1% | -1
- COc1ccc(C2Nc3ccccc3C(=O)N2NS(=O)(=O)c2ccc(C)cc2)cc1 (stereo not given)
 : -3% | -35% | -23% | 8% | 1 | -2% | 3
- C=C1c2ccccc2NC(=S)N1Cc1ccc2c(c1)OCO2
 : 18% | -18%[11.4 µM] | 94%[activator] | -2% | 65* | -8% | 41*
- OC1CCN(C(=S)Nc2ccc(Nc3ccccc3)cc2)CC1
 : 16% | -27% | 24% | -2% | 12 | -8% | 12
- C[C@@H](NC(=O)c1nc[nH]c1C(=O)N1CCc2ccccc2C1)c1ccccc1
 : ? | 4% | 1% | nt | nt | -6% | nt
- O=C(N[C@H]1CCCCNC1=O)c1cc(COc2ccc(F)cc2F)on1
 : 36%[activator] | 0% | -23% | -1% | 9 | 5% | 19*
- Cc1cccc(N2C(=O)C3CCCN3C2=S)c1C (stereo not given)
 : 13µM* | -12% | ? | nt | nt | 0% | nt
- CC(C(=O)Nc1ccc(N(C)C)cc1)N1C(=O)c2ccccc2S1(=O)=O (stereo not given)
 : 2% | ? | ? | nt | nt | 2% | nt
- COc1cc(NC(=O)c2cc(-c3ccco3)on2)c(OC)cc1Cl
 : 7% | -22% | 25% | -1% | 12 | -4% | 5
- O=C(c1ccc(-n2cccc2)cc1)N1CCOCC1
 : 3% | -23% | nt | 1% | 15 | -4% | 7
- COc1ccc(C(=O)CSc2nnc(NC(=O)C3CC(=O)N(c4ccccc4C)C3)s2)cc1 (stereo not given)
 : -1% | -3% | ? | -1% | 20 | -10% | 5
- COc1ccccc1N1CCN(C(=O)CCc2ccc(S(=O)(=O)NCC(C)C)cc2)CC1
 : ? | nt | 24% | 1% | -6 | -4% | 1
- Cc1ccccc1NC(=O)c1c(O)c2cccc3c2n(c1=O)CC3
 : 18% | -5% | ? | -1% | 35 | nt | -4
- Cc1nc2ccc(S(=O)(=O)NC(C(=O)Nc3nccs3)C(C)C)cc2s1 (stereo not given)
 : ? | -16% | 31%[activator] | 10% | -12 | ? | -2
- CC(C)CSc1nc2c(=O)[nH][nH]c(=O)c2n1Cc1ccccc1
 : -5% | -17% | -2% | 0% | 21 | -8% | -1
- CCn1c(=O)c2cc(C(=O)Nc3cccc(C(C)=O)c3)sc2c2ccccc21
 : ? | -14% | 0% | 2% | -21 | 0% | -2
- O=C(COc1ccccc1)N1CCN=C1SCc1cccnc1
 : -9% | -1% | 23% | 1% | -2 | -14% | -3
- O=C(O)COc1ccccc1
 : 19%&-9% | -6% | 47%&-7%[activator] | nt | nt | 4%&7% | nt
- O=C1c2ccsc2SCCN1Cc1ccc(F)cc1
 : nt | -16% | -3% | 0% | -2 | -6% | -8
- COc1ccc(Cn2nc(C)cc2C)cc1OC
 : ? | -1% | ? | 0% | -10 | -7% | -1
- COc1cc(/C=N/NC(=O)c2cccnc2)ccc1OCC(=O)N1CCOCC1
 : 38%[activator] | -16% | 18% | -2% | -12 | 4% | -2
- CCCC(=O)NC(C)c1nc2ccccc2[nH]1 (stereo not given)
 : 0% | -4% | 39%[activator] | 1% | 6 | 3% | -2
- Cc1cc(OCC(=O)NCCCN2CCCC2=O)c2c(C)cc(=O)oc2c1
 : -29% | -3% | ? | 5% | -7 | -4% | -1
- CC(=O)COc1ccc2c(-c3cccc([N+](=O)[O-])c3)cc(=O)oc2c1
 : 5% | -26% | ? | -1% | 12 | 6% | -1
- CCOC(=O)C1CCN(C(=O)C2CCN(S(=O)(=O)c3cc(Cl)ccc3OCC)CC2)CC1
 : 1% | 162%[activator] | 0% | 4% | -8 | 11% | -2
- CCC1(CC)Cc2ccccc2-c2nc(NN)[nH]c(=O)c21
 : ? | -32% | ? | 1% | 3 | 1% | 10
- CC1CCN(C(=O)c2cc3c(=O)n4ccccc4nc3s2)CC1
 : 39%[activator] | 1% | ? | -5% | 83* | 0% | 26
- Cc1cc(C)c2c(n1)SCC(=O)N2CC(=O)Nc1c(C)cccc1C
 : -4% | -13% | 4% | 0% | 11 | 1%&-3% | 1
- Cc1nc(-c2ccccc2)sc1C(=O)NN
 : 118%[activator] | -28% | 34%[activator] | -3% | -10 | -13% | -8
- O=C(CN1CCN(S(=O)(=O)c2cc(Cl)ccc2Cl)CC1)c1ccc(O)c(O)c1
 : ? | -40% | ? | -1% | -3 | -33% | 7

# Next part:
# The line under a structure holds: Pf growth 48h | AmpC inh no detg | Pf growth 96h | LmPK inh | Shiga inhibitor | Tb PYK inh | Cycloheximide cs
- CCOC(=O)c1cc(-c2cccc([N+](=O)[O-])c2)nc2[nH]c(=O)[nH]c(=O)c12
 : 12% | -14% | 78%[activator] | 3% | -24 | 2% | -5
- CCOC(=O)N1CCN(C(=O)CNC2CCCCCCC2)CC1
 : -20% | -15% | 16% | -6% | -9 | 2% | -1
- Cc1ccc(N2C(=O)C(Cl)=C(N3CCOCC3)C2=O)c(C)c1
 : 22% | 42% | 24% | -3% | -9 | 3% | -2
- O=C(O)c1ccc(CSc2nnc(-c3ccncc3)n2-c2ccc(Cl)cc2)cc1
 : 33%[activator] | -15% | 31%[activator] | -7% | -10 | -16% | -3

# Source: PubChem (National Center for Advancing Translational Sciences (NCATS))
